Diaphorase act: counter-screen for diaphorase-based assays: diaphorase activators and chemical reducers; Diaphorase/resazurin coupled assay, resorufin fluorescence, 16 min; hits give high values; 1 = vehicle wells, 0 = NADH-free wells; activation factor at 20 µM; actives 0.005% (n = 190,000);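 active means diaphorase activity raised at least twofold by the compound at 20 µM; inactive means activation factor below 2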
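Material: Clostridium kluyveri diaphorase, purified enzyme; Quantity: enzyme 0.07 U/mL final; Medium: HEPES pH 7.4 buffer with MgCl2 and Tween 20; Dosing: single compound dose of 20 µM, 1% DMSO final; Schedule: 16 min reaction at room temperature; Measured by: red resorufin fluorescence at 544/590 nm excitation/emission.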
PMI act: increases human mannose-6-phosphate isomerase activity; activation factor at 20 µM; actives 0.005% (n = 190,000); P34949; AID 1214; purified human PMI, coupled resazurin fluorescence, 20 min; hits give high values; 1 = vehicle control, 0 substrate-free wells;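 active means activation factor of 2 or more at 20 µM, relative to plate controls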
Target sequence (P34949 whole entry, looked up): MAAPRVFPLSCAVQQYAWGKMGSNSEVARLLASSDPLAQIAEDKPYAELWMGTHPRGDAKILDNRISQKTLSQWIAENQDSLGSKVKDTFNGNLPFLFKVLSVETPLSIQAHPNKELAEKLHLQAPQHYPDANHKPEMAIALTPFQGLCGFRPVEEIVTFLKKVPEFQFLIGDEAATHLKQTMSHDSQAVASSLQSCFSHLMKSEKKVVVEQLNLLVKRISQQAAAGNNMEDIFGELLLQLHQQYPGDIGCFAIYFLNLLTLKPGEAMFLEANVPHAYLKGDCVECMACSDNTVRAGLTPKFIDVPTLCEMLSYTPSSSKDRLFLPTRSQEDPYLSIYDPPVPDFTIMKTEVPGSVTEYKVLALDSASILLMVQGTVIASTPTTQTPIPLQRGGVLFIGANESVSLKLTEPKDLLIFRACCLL
PPARg SRC2 recr: PPARgamma-driven SRC-2 recruitment agonism; P37231; activation, % at 8 µM; AID 1032; PPARgamma LBD-SRC-2 recruitment, biochemical; actives 0.34% (n = 200,000); in the data active means activation above about 22%;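 further: 0% = vehicle and 100% = reference agonist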
S1P3 antagonist: antagonists of human S1P3 receptor | CHO S1P3 NFAT-BLA reporter, FRET fluorescence, antagonist mode | Q99500 | actives 0.27% (n = 170,000) | inhibition, % at 4.98 µM;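 active means inhibition above the plate cutoff, the mean inhibition of test wells on that plate plus 3 SD, cut at about 28% in these data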;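 further: cells challenged with S1P at its EC80 of 0.8 µM; blue over green emission ratio from cleaved BLA substrate after 4 h stimulation; 0% = S1P-stimulated wells and 100% = unstimulated DMSO-only wells; some compounds past the cut are filed as inactive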
PMI act hi M6P: activators of human phosphomannose isomerase at near-saturating mannose 6-phosphate. coupled PMI enzyme assay, resazurin fluorescence, 20 min; hits give high values; 1 = untreated enzyme, 0 = substrate-free blank. actives 0.34% (n = 190,000). activation factor at 20 µM;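 active means activation factor of 2 or more at 20 µM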
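test system = human PMI in coupled enzyme assay | medium = HEPES-buffered pH 7.4 with magnesium and detergent | also added = 1.0 mM mannose-6-phosphate substrate with 0.22 mM NADP+ | compound = 20 µM single dose | times = 20 min incubation at room temperature | measured by = resorufin fluorescence (Ex 544/Em 590 nm) from resazurin via diaphorase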
ROMK primary: human ROMK K+ channel modulation, primary screen; Tet-inducible ROMK, thallium flux fluorescence; actives lie on both sides; B-score at 10 µM; actives 2% (n = 130,000);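 active means signal ratio slope over the read window, or its plate-corrected B-score, at least 3 SD from the plate mean, either direction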;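 further: B-score of the F/F0 ratio slope over 7 to 12 s after thallium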
Target sequence (P48048 whole entry, looked up): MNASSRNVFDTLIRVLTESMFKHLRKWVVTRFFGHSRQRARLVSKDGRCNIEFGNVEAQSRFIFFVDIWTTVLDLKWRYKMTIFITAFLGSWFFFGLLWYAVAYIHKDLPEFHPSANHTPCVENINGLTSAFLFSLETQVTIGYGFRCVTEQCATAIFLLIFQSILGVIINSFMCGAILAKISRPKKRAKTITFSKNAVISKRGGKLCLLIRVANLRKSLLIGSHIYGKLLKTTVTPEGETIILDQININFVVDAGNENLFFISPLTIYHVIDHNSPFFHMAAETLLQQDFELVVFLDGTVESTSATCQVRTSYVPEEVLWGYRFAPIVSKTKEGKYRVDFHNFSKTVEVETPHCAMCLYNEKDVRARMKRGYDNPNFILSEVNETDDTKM
PPARg SRC3 recr: agonists of human PPARgamma SRC-3 coactivator recruitment; P37231; biochemical PPARgamma/SRC-3 coactivator recruitment assay; activation, % at 8 µM; actives 0.26% (n = 200,000); in the data active means activation above about 23%;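 further: 0% = DMSO and 100% = reference agonist; some compounds past the cut are filed as inactive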
Diaph inh CS: inhibits diaphorase or chemically oxidizes, flagging diaphorase assay artifacts. diaphorase resazurin-to-resorufin fluorescence, NADH, 16 min; bacterial (C. kluyveri) enzyme, not human. inhibition, % at 20 µM. actives 0.69% (n = 190,000);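 active means primary screen inhibition at 20 µM above a set limit, cut at about 50% in these data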;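 further: plate controls were DMSO with full reaction for no effect and wells lacking NADH for full effect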
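Detection: fluorescence of resorufin formed from resazurin, Ex 544/Em 590 nm; test system: Clostridium kluyveri diaphorase enzyme; amount: 0.14 U/mL diaphorase, enzyme working solution; times: 16-min room-temperature incubation before reading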
TR-FRET SRC-2 ct: counter-screen for PPARgamma SRC-2 recruitment agonists: TR-FRET artefact. hits give high values. TR-FRET ratio at 8 µM. actives 0.4% (n = 200,000). AID 1049; in the data active means TR-FRET ratio above about 2000; further: inactives centre near 1500
PPARg SRC1 recr: promotes SRC-1 coactivator recruitment by human PPARgamma; P37231; PPARgamma-SRC-1 coactivator recruitment biochemical assay; activation, % at 8 µM; actives 0.41% (n = 200,000); AID 631; in the data active means activation above about 19%;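 further: 0% = DMSO and 100% = reference agonist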
G6PDH CS: inhibits Leuconostoc G6PDH, flagging false hits in G6PDH-based assays. Purified L. mesenteroides G6PDH, diaphorase/resazurin coupled fluorescence, 45 min. inhibition, % at 5 µM. AID 1020. actives 0.12% (n = 200,000); in the data active means inhibition above about 50%
Active calls of the source: *; nt = not tested or not shown. The order is random; any-hit rate near 3.3%.

SMILES,Diaph inh CS,ROMK primary,S1P3 antagonist,PPARg SRC3 recr,TR-FRET SRC-2 ct,G6PDH CS,Diaphorase act,PMI act,PPARg SRC1 recr,PMI act hi M6P,PPARg SRC2 recr
CN(C)C(=O)CSc1n[nH]c(-c2ccco2)n1,-2,-0.023,-14,-1,1389,10,1,1,-1,1,-8
CCO[C@@H]1OC(C(=O)Nc2ccccc2)=C[C@H](C2CC2)[C@H]1CCCO,9,nt,-4,2,1582,13,0.9,0.8,7,0.9,8
O=C(O)C(Cc1ccccc1)N1C(=O)/C(=C/c2cccs2)SC1=S (stereo not given),14,-1.2,10,5,1794,23,0.9,1,5,0.9,7
CCCC(c1nnnn1CCOC)N1CCN(C(=O)c2ccco2)CC1 (stereo not given),2,1.1,-28,6,1573,10,1,1.2,-3,1.1,2
O=C(C1=C[C@@H](c2ccc3c(c2)OCO3)C[C@@H](OCCCCO)O1)N1CCOCC1,32,nt,2,0,1523,20,0.7,0.9,4,0.7,-3
Nc1nnc(SCc2ccc(F)cc2Cl)s1,0,nt,5,-4,1521,-2,1,1,2,1,1
COc1cc(C2NC(=O)NC(C)=C2C(=O)OCC2CCCO2)ccc1O (stereo not given),14,nt,-40,11,1474,-1,0.9,0.9,2,0.9,9
Cc1ccc(C(CC(=O)N2CCOCC2)c2ccco2)cc1 (stereo not given),11,nt,-20,1,1529,-15,0.9,0.9,2,0.9,5
CCOc1cc(OCC)cc(C(=O)NCCCN2CCOCC2)c1,4,0.68,3,6,1560,2,1,1,-8,1,9
Cc1ccc(CC(=S)N2CCOCC2)cc1,-10,-2,3,2,1687,7,1.1,0.7,17,1.1,3
COc1ccc2oc(-c3ccc(NC(=O)c4ccc(N5CCOCC5)c([N+](=O)[O-])c4)cc3)nc2c1,11,nt,-6,-4,1413,-38,0.9,1,1,1,1
Cc1cc(NC(=O)COC(=O)CSc2nc3cc(Cl)ccc3n2Cc2ccccc2)no1,-4,0.29,1,-9,1291,-1,1,1,7,1,-3
O=C(Nc1cccc(F)c1)C1CCN(C(=O)Cc2ccccc2)CC1,3,-1.1,-50,3,1791,2,1,0.9,2,1,5
O=S(=O)(N1CCCCC1)N1CCNCC1,-5,0.99,nt,5,1598,-2,1,1.1,2,1.1,4
Cc1cc(C)nc(N/N=C/c2cccc(Cl)c2)n1,3,0.62,5,2,1513,-7,1,1.1,7,1,14
COc1ccc(-c2nnc(SCC(=O)c3ccc(C)o3)o2)cc1,24,nt,-7,3,1436,-2,0.8,1,2,1,9
COc1ccc(N2CC(C(=O)Nc3nnc(SCC(=O)c4ccccc4)s3)CC2=O)cc1 (stereo not given),19,nt,3,8,1604,11,0.8,0.9,11,0.9,-3
CCOc1ccccc1C1C2=C(COC2=O)Nc2cc3c(cc21)OCO3 (stereo not given),14,2.2,9,4,1642,2,0.9,0.9,9,0.9,10
CC(C)Oc1cc(O)c2c(=O)c(-c3ccc(O)cc3)coc2c1,22,nt,1,4,1648,-26,0.8,0.9,9,0.9,5
COCCNC(=O)NC(=O)COC(=O)C12CC3CC(CC(NC(C)=O)(C3)C1)C2,17,0.43,-31,6,1507,3,0.8,1,2,1,-3
Cc1ccccc1-c1cc2nc(-c3ccc([N+](=O)[O-])cc3)cc(=O)n2[nH]1,20,0.25,-5,-3,1332,3,0.8,0.9,-2,0.9,7
Cc1c(NC(=O)C2CC=CCC2C(=O)O)c(=O)n(-c2ccccc2)n1C (stereo not given),11,nt,-3,1,1760,9,0.9,1,5,1,4
CCOC(=O)Cn1c(C)[n+](C)c2cc(Cl)c(Cl)cc21,31,0.34,0,0,1463,-6,0.7,0.7,0,1,1
COc1ccccc1N1CCN(C(=O)/C=C/c2cccs2)CC1,15,nt,-5,-5,1605,7,0.9,0.9,-5,0.9,2
Cc1ccc(-n2c(SCc3cn4ccsc4n3)nc3ccccc3c2=O)cc1,11,nt,17,-9,1536,4,0.9,1,6,0.9,-1
Cc1ccc(-c2nnn(CC(=O)N(c3ccccc3)C(C(=O)NCC3CCCO3)c3ccc(F)cc3)n2)o1 (stereo not given),-2,-0.14,1,-1,1622,2,1,1.1,0,1.1,4
CCCCS(=O)(=O)/C=C/[C@H]1[C@H](S(=O)(=O)CCCC)[C@H]2C=C[C@@H]1C2,17,0.76,nt,1,1641,-3,0.8,1,7,1.1,8
CC1C=CCC2C(=O)N(c3cccc(C(=O)N4CCCCCC4)c3)C(=O)C12 (stereo not given),nt,nt,-32,4,1497,nt,nt,nt,5,nt,0
Cc1cc(C(=O)CCC(=O)N2CCN(S(=O)(=O)c3cccs3)CC2)c(C)s1,24,nt,-21,1,1457,2,0.8,0.9,11,0.9,2
CCC(CC)C(=O)Nc1c2c(nn1-c1ccc(OC)cc1)CS(=O)C2 (stereo not given),5,nt,-17,2,1346,2,0.9,1,-3,0.9,-4
COc1ccc(-c2c(C#N)c(N)nc3c2CCC3)cc1,17,-0.7,12,-1,1487,8,0.8,1.1,15,1,7
O=C(COC(=O)c1ccc(O)cc1)NCCCc1ccccc1,4,-0.34,-18,1,1721,1,1,1,3,1,-3
Cc1ccc(NC(=O)CCCSc2nc3ccccc3[nH]2)cc1,12,-0.89,-5,1,1607,-7,0.9,1,6,1,5
CCn1c(=O)cc(SCC(=O)NCCCN2CCN(c3ccc(F)cc3)CC2)c2ccccc21,14,nt,nt,101*,3656*,4,0.9,1,87*,1,81*
Cc1ccc(SC(C)C(=O)N2CCCC2)cc1 (stereo not given),10,0.42,-9,3,1710,-3,0.9,0.9,9,0.9,5
COC(=O)CSc1cc(C)nc(SC)n1,7,0.05,nt,9,1480,-6,0.9,1,0,1,8
Cc1oc(-c2cccc(C(F)(F)F)c2)nc1CN1CCOCC1,17,0.51,-7,5,1442,12,0.8,0.9,-4,0.9,2
CCCOP(=O)(c1ccc(N(C)C)cc1)C(O)c1cc(OC)c(OC)c(OC)c1 (stereo not given),18,0.13,0,3,1591,4,0.8,1,-4,1,-11
Cc1cc([N+](=O)[O-])ccc1NC1CCCC1,3,nt,18,-5,1494,1,1,1.1,-2,0.9,-9
CCC(C)(C)n1nnnc1C(c1ccc(C)cc1)N1CCN(Cc2ccc3c(c2)OCO3)CC1 (stereo not given),9,nt,nt,-1,1404,12,0.9,1,-7,1,-1
O=C1c2c(O)cc(O)cc2O[C@H](c2ccc(O)c(O)c2)[C@H]1O,nt,nt,2,3,1610,nt,nt,nt,4,nt,2
CCCNC(=O)c1ccc(Cn2cc(C(F)(F)F)ccc2=O)cc1,14,1.1,-4,5,1411,0,0.9,1,-5,0.9,-6
COc1ccc(/C=C/C(=O)Nc2cc(S(=O)(=O)N3CCOCC3)ccc2C)cc1OC,4,-0.46,-5,-4,1560,-4,1,1.1,0,1,-13
Cc1onc(-c2ccccc2)c1C(=O)OCC(=O)Nc1cc(S(=O)(=O)N2CCOCC2)ccc1Cl,18,-2.1,-7,2,1659,6,0.8,0.9,6,0.9,9

By substructure, those above containing a Cl atom (5)
SMILES,Diaph inh CS,ROMK primary,S1P3 antagonist,PPARg SRC3 recr,TR-FRET SRC-2 ct,G6PDH CS,Diaphorase act,PMI act,PPARg SRC1 recr,PMI act hi M6P,PPARg SRC2 recr
Nc1nnc(SCc2ccc(F)cc2Cl)s1,0,nt,5,-4,1521,-2,1,1,2,1,1
Cc1cc(NC(=O)COC(=O)CSc2nc3cc(Cl)ccc3n2Cc2ccccc2)no1,-4,0.29,1,-9,1291,-1,1,1,7,1,-3
Cc1cc(C)nc(N/N=C/c2cccc(Cl)c2)n1,3,0.62,5,2,1513,-7,1,1.1,7,1,14
CCOC(=O)Cn1c(C)[n+](C)c2cc(Cl)c(Cl)cc21,31,0.34,0,0,1463,-6,0.7,0.7,0,1,1
Cc1onc(-c2ccccc2)c1C(=O)OCC(=O)Nc1cc(S(=O)(=O)N2CCOCC2)ccc1Cl,18,-2.1,-7,2,1659,6,0.8,0.9,6,0.9,9

High-throughput results from PubChem.
